# APP 5'UTR act = activators of APP 5'UTR luciferase reporter, primary screen, SH-SY5Y cells; activation, % at 2 µM; SH-SY5Y APP 5'UTR luciferase reporter, luminescence; zero percent = DMSO vehicle wells; hit rate 1% among 190,000;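 active = activation above a set limit, based on mean plus 3 SD of controls, cut at about 140% in these data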; also: values of inactives mirror those of a sister screen read the other way
# Hsp70 act = Hsp70 transcriptional activators, primary screen, cell-based, HeLa, Hsp70 promoter luciferase, luminescence, 10 µM; activation, % at 10 µM; HeLa Hsp70 promoter luciferase reporter; scaled: vehicle 0, proteasome-inhibitor control 100%; AID 1203, 2008; hit rate 0.04% among 200,000;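 active = activation above the mean across all tested compounds plus 3 SD, cutoff set per campaign, cut at about 5.5% in these data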;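 also: 100% = MG132 at 30 µM as the positive control and 0% = DMSO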
# NF-kB neuron act = activators of NF-kB expression in neurons, primary screen, cell-based, HTS; hit rate 1.6% among 190,000; fold change at 12.5 µM; human neuronal cells, NF-kB reporter expression; active compounds read high; AID 1239, 2008; in the data active = fold change above about 3.3
# STAT1 act = STAT1 signaling activators, primary screen, cell-based, HTS, luciferase reporter; NIH 3T3 STAT1-luciferase reporter, IFN-gamma, luminescence; 100% = IFN-gamma alone, no compound; activation (% of control), % at 5.5 µM; hit rate 2.6% among 200,000; AID 932, 2007;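 active = activation above the screen-wide mean activation plus 3 SD, cut at about 130% in these data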;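 also: raw ratio to IFN-gamma control signal so 100% means no change and 0% no light; values of inactives mirror those of a sister screen read the other way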
# FLuc inh counter = firefly luciferase enzyme inhibitors, primary screen, artefact control for luciferase-based inhibitor screens, biochemical, luminescence, ATPLite. hit rate 1.5% among 200,000. 10 min. inhibition, % at 10 µM. Luciferin 4-monooxygenase (Photinus pyralis), P08659. AID 1006, 2008;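 active = inhibition above about 50% when tested at 10 µM, limit read from the data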
# Target sequence (P08659 whole entry, looked up): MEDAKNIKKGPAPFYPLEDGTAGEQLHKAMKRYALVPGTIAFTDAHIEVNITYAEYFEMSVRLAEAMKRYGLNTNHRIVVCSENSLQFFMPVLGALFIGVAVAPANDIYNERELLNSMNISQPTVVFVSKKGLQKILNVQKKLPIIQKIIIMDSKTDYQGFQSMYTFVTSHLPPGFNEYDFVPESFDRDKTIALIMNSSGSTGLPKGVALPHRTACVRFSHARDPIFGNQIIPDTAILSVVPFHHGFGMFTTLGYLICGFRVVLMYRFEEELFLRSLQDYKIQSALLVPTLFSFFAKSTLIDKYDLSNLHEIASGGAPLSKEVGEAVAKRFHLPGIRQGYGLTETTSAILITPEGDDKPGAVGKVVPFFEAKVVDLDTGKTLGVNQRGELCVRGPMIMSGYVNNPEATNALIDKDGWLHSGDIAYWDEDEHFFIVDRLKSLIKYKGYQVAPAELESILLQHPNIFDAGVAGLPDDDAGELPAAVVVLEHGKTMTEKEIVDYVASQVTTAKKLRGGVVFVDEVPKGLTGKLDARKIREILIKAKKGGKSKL
# G6PDH CS = L. mesenteroides G6PDH inhibitors, counter-screen for G6PDH-coupled screening assays, biochemical, Leuconostoc mesenteroides enzyme; hit rate 0.12% among 200,000; Purified L. mesenteroides G6PDH, diaphorase/resazurin coupled fluorescence, 45 min; glucose-6-phosphate dehydrogenase [Leuconostoc mesenteroides]; inhibition, % at 5 µM; in the data active = inhibition above about 50%
# Redox H2O2 prof = compounds producing H2O2 with reducing agent – biochemical, NIH compound library profiling, artefact control for MLSCN library redox annotation, primary screen; DTT-dependent redox cycling H2O2, phenol red/HRP absorbance; 100% = 100 µM peroxide control, 0% = buffer; activation, % at 10 µM; hit rate 0.03% among 200,000; AID 878, 2007;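 active = activation of at least 50% relative to the plate's high and low controls in the primary single-dose screen; inactive = activation below 50%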;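 also: compound incubated with DTT at 0.8 mM final as the reducing agent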
# APP transl inh = inhibitors of APP translation via 5'UTR reporter, primary screen, APP 5'UTR luciferase, SH-SY5Y cells. SH-SY5Y APP 5'UTR-luciferase reporter, luminescence. inhibition, % at 2 µM. hit rate 0.82% among 190,000;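 active = inhibition above a set limit, derived from the sample mean plus 3 SD, cut at about 45% in these data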; also: values of inactives mirror those of a sister screen read the other way
# HMGR II inh = inhibitors of E. faecalis class II HMGR, primary screen, biochemical, Enterococcus faecalis; purified E. faecalis HMGR, NADPH absorbance 340 nm kinetic; HMG-CoA reductase (Enterococcus faecalis, mvaE); AID 1066, 2008; inhibition, % at 10 µM; hit rate 0.41% among 190,000;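 active = inhibition above a set limit, the median over all tested compounds plus 3 SD, cut at about 9.5% in these data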;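 also: enzyme runs in reverse so mevalonate oxidation gives rising NADPH absorbance; 0% = complete reaction with DMSO and 100% = background rate lacking mevalonate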
# FLuc stim CS = FLuc activators, initial screening, artefact control for FLuc-dependent activation tests, biochemical, ATPlite luminescence. Luciferin 4-monooxygenase (Photinus pyralis), P08659. ATPlite luciferase biochemical, 10 min; 0 = ATP-free wells, 1 = DMSO control. activation factor at 10 µM. 200,000 tested, under 10 active;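 active = luciferase activation factor, scaled between plate controls, of at least 2 with compound at 10 µM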
#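 test system = cell-free luciferase reagent | medium = PBS as buffer for the ATP substrate | dosing = test compounds dosed from 2 mM stocks in 100% DMSO | incubation = 10 min at ambient temperature | detection = luminescence measurement of luciferase light output | benchmarks = low control with PBS replacing ATP, high control enzyme plus ATP without compound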
# An asterisk follows results filed as active.
SMILES,APP 5'UTR act,Hsp70 act,NF-kB neuron act,STAT1 act,FLuc inh counter,G6PDH CS,Redox H2O2 prof,APP transl inh,HMGR II inh,FLuc stim CS
COc1ccccc1Nc1nc(-c2c(C)nc3ncccn23)cs1,-3,-0.3,0.97,62,-8,19,-0.1,3,-3,1.1
COc1ccc(CN2CC(=O)N(c3ccc(C)cc3C)C2=S)cc1OC,2,0.1,1.1,96,0,1,-0.6,-2,2,1
CCCCOC(=O)Cn1c(=O)n(CC(=O)OCCCC)c2cc(C)ccc21,2,-0.3,1,95,-7,6,-0.1,-2,-6,1.1
c1ccc(N2CCN(Cc3ccsc3)CC2)nc1,4,-0.1,1.4,103,-11,10,-0.2,-4,-5,1.1
COc1cc(C(=S)N2CCCCC2)ccc1OCC(=O)N1CCCC1,-20,0.0,1,106,-2,10,0.3,20,4,1
Fc1cc(F)cc(NC(=S)NN2CCOCC2)c1,8,-0.3,1,107,-3,15,0.0,-8,-2,1
CC(C)CC(c1nnnn1CC1CCCO1)N1CCN(C2CCCC2)CC1 (stereo unspecified),4,-0.3,1.1,104,-7,1,-2.4,-4,2,1.1
O=C1c2ccccc2-c2onc3ccc(NCc4ccco4)c1c23,-6,-0.4,0.81,102,4,49,2.2,24,2,1
Cc1ccc(C)c2nc3sc(C(=O)N4CCCc5ccccc54)c(N)c3cc12,17,-0.1,1.1,101,-5,3,3.0,-17,-3,1.1
COc1ccc(CCNC(=O)C2CCN(S(=O)(=O)c3cccs3)CC2)cc1OC,-17,0.0,1.6,95,-4,3,-1.0,17,0,1
N#C/C(=C\c1ccccc1)C(=O)NC(=O)Oc1ccccc1,-5,-0.5,1.2,102,-2,4,0.1,5,-11,1
O=S(=O)(Nc1nccs1)c1ccc2c(c1)OCCO2,-10,-0.3,1.1,105,-2,-1,-0.5,10,4,1
O=C(CCCCCNc1nc(=S)[nH]c2ccccc12)NCCc1c[nH]c2ccccc12,3,-0.3,0.53,96,-7,-4,-0.3,-3,-5,1.1
O=C(/C=C/c1ccc([N+](=O)[O-])cc1)NCCSc1ccccc1,-4,-0.1,0.99,104,0,-4,-1.7,4,0,1
O=C(/C(=C(\O)c1ccccc1)c1ncc[nH]1)c1ccccc1,-1,-0.1,1,101,0,1,-1.4,1,-2,1
COc1cccc(NC(=O)COC(=O)CCCc2c[nH]c3ccccc23)c1,-6,-0.4,1.1,102,-3,-1,2.1,6,-2,1
Cc1ccc(CNC(=O)C2CC(c3ccccc3[N+](=O)[O-])=NO2)o1 (stereo unspecified),28,0.5,1.2,104,-7,0,2.1,-28,-1,1.1
Cc1cccc(NC(=O)CSc2nnc(Cc3ccccc3)o2)c1,-8,-0.1,1,107,-7,12,-0.9,8,-6,1.1
Cc1nc2sc(-c3ccccc3)cc2c(=O)n1-n1cccc1,142*,-0.3,1.1,145*,17,6,2.5,-142,-2,0.8
CCOC(=O)c1ccc(N2C(=O)c3n[nH]c(C)c3C2c2ccccn2)cc1 (stereo unspecified),-22,-0.1,0.98,96,-6,-6,-0.8,22,-4,1.1

# Single values from above.
# Under Hsp70 act, CCOC(=O)c1ccc(N2C(=O)c3n[nH]c(C)c3C2c2ccccn2)cc1 (stereo unspecified) reads -0.1
# Under APP transl inh, COc1cccc(NC(=O)COC(=O)CCCc2c[nH]c3ccccc23)c1 reads 6

# An excerpt from above with just APP 5'UTR act:
SMILES,APP 5'UTR act
COc1ccccc1Nc1nc(-c2c(C)nc3ncccn23)cs1,-3
Cc1ccc(C)c2nc3sc(C(=O)N4CCCc5ccccc54)c(N)c3cc12,17
Fc1cc(F)cc(NC(=S)NN2CCOCC2)c1,8

# Following part.
SMILES,APP 5'UTR act,Hsp70 act,NF-kB neuron act,STAT1 act,FLuc inh counter,G6PDH CS,Redox H2O2 prof,APP transl inh,HMGR II inh,FLuc stim CS
CCOc1cc(C2c3c(oc4cc(C)c(Cl)cc4c3=O)C(=O)N2Cc2ccco2)ccc1O (stereo unspecified),2,0.5,0.99,100,-9,-2,-0.6,-2,1,1.1
COc1ccccc1/C=C/C=N/N1CCN(c2ccccn2)CC1,0,-0.3,1,98,-5,9,14,0,2,1.1
CC(C)CN1CCN(Cc2cccn2-c2cccnc2)CC1CCO (stereo unspecified),19,-0.1,1.2,100,-2,8,-1.4,-19,0,1
NS(=O)(=O)c1ccc(NCc2ccccc2OCc2ccccc2F)cc1,19,0.0,0.99,99,-8,0,-3.9,-19,-8,1.1
CCN(CC)S(=O)(=O)c1ccc(OC)c(NC(=S)Nc2cccc(C)c2)c1,-15,-0.3,0.97,103,0,9,0.0,15,-2,1
COCC(C)NC(=O)c1ccc(CN2CCc3ccccc3C2)cc1 (stereo unspecified),3,-0.1,1,103,-1,18,-0.2,-3,5,1
COC(=O)c1sccc1NC(=O)c1cc(C)on1,10,-0.1,1,103,-10,-7,1.0,-10,-3,1.1
COc1ccc(C(=O)NCCSc2ccccc2)cc1,128,-0.3,5.7*,157*,48,1,-0.6,-128,-4,0.5
COc1ccc(-c2noc(CCC(=O)NCCCN3CCC(C)CC3)n2)cc1,-4,-0.4,0.95,95,-5,1,-0.1,4,2,1
CC1CN(C(=O)CSc2nc(-c3ccc(F)cc3)cs2)CC(C)O1 (stereo unspecified),-7,-0.4,0.93,104,-5,-2,0.1,7,-5,1.1
COc1ccc(/C=N/NC(=O)c2ccncc2)cc1CSc1nc2ccccc2s1,6,-0.4,1,103,-3,-8,0.2,-6,-2,1
COC(=O)C1=C(C)NC(C)=C(C(=O)OC)C1C(=O)OCC(=O)c1ccc(F)cc1,-3,-0.1,1.1,104,-4,4,0.3,3,2,1
COC(=O)c1ccc(N2CCN(C)CC2)c(NC(=O)c2cccnc2)c1,-7,-0.2,1.2,100,-2,-1,-0.9,7,-4,1
O=C(NNc1cccc(Cl)n1)Nc1cccc(C(F)(F)F)c1,-21,-0.4,0.8,90,-3,7,-0.1,21,1,1
O=C(CSc1nc2ccccc2[nH]1)N1CCN(S(=O)(=O)c2ccc(Cl)cc2)CC1,-8,-0.6,1.1,101,-8,-1,0.2,8,-3,1.1
COc1ccc(CC(=O)Nc2cc(NC(=O)Cc3ccc(OC)c(OC)c3)cc(C(=O)O)c2)cc1OC,-6,-0.1,0.97,102,-6,23,-0.1,6,-4,1.1
Cn1c(=O)c2c(nc(Br)n2C)n(C)c1=O,13,0.1,1,105,-6,0,1.5,-12,-8,1.1
CCN1CCCC(NC(=O)c2cc([N+](=O)[O-])ccc2OC)C1 (stereo unspecified),4,0.0,0.94,103,-3,6,0.2,-4,0,1
O=C1CC2C(=O)NCCN2C(=NC(=O)c2ccc(Cl)cc2)N1 (stereo unspecified),-4,-0.3,1,99,-6,-2,0.0,4,-11,1.1
Cc1ccc(S(=O)(=O)N2CCCC2C(=O)NC2CCCCC2)cc1 (stereo unspecified),10,-0.2,0.96,99,-7,0,-0.1,-10,-4,1.1

# Compound profiles, as listed above. Screens in order: APP 5'UTR act	Hsp70 act	NF-kB neuron act	STAT1 act	FLuc inh counter	G6PDH CS	Redox H2O2 prof	APP transl inh	HMGR II inh	FLuc stim CS
# COc1cc(C(=S)N2CCCCC2)ccc1OCC(=O)N1CCCC1 is listed as -20	0.0	1	106	-2	10	0.3	20	4	1
# COc1ccc(CCNC(=O)C2CCN(S(=O)(=O)c3cccs3)CC2)cc1OC is listed as -17	0.0	1.6	95	-4	3	-1.0	17	0	1
# CC1CN(C(=O)CSc2nc(-c3ccc(F)cc3)cs2)CC(C)O1 (stereo unspecified) is listed as -7	-0.4	0.93	104	-5	-2	0.1	7	-5	1.1

# Ordered by molar mass (rising): part of the list above.
SMILES,APP 5'UTR act,Hsp70 act,NF-kB neuron act,STAT1 act,FLuc inh counter,G6PDH CS,Redox H2O2 prof,APP transl inh,HMGR II inh,FLuc stim CS
COc1ccccc1/C=C/C=N/N1CCN(c2ccccn2)CC1,0,-0.3,1,98,-5,9,14,0,2,1.1
CC(C)CN1CCN(Cc2cccn2-c2cccnc2)CC1CCO (stereo unspecified),19,-0.1,1.2,100,-2,8,-1.4,-19,0,1
COC(=O)C1=C(C)NC(C)=C(C(=O)OC)C1C(=O)OCC(=O)c1ccc(F)cc1,-3,-0.1,1.1,104,-4,4,0.3,3,2,1

# Next results.
SMILES,APP 5'UTR act,Hsp70 act,NF-kB neuron act,STAT1 act,FLuc inh counter,G6PDH CS,Redox H2O2 prof,APP transl inh,HMGR II inh,FLuc stim CS
COc1ccc(CN2CCN(C(=O)CC(C)C)CC2)cc1OC,0,0.3,1.1,95,-3,4,2.2,0,-4,1
Nc1nnc(SCC(=O)OCC(=O)Nc2ccc(Br)cc2)s1,-19,-0.1,1.2,94,14,-5,-0.1,19,-7,0.9
CCC1Oc2ccccc2N(CC(=O)Nc2ccc(OC)cc2OC)C1=O (stereo unspecified),5,-0.2,1.1,103,-5,3,2.6,-5,-4,1
COC(=O)C1(CCSC)NC(c2ccc(O)cc2)C2C(=O)N(c3ccc4c(c3)OCCO4)C(=O)C21 (stereo unspecified),5,0.1,0.88,99,-4,4,3.7,-5,-5,1
O=C(Nc1ccccc1N1CCCCC1)c1ccc2nccnc2c1,-8,-0.3,0.54,96,-6,8,0.3,8,-2,1.1
COc1cc(-c2ccc(NC(=O)c3ccc(C)cc3)c(OC)c2)ccc1NC(=O)c1ccc(C)cc1,11,0.0,1.2,100,-5,4,0.8,-11,-3,1.1
CCCn1c(O)c(N=N)c2ccccc21,-16,-0.1,1,100,-6,-4,-0.5,16,1,1.1
Cc1ccc2ncccc2c1NS(=O)(=O)c1ccccc1,12,-0.3,0.84,96,-1,5,-3.7,-12,3,1
CCOC(=O)C1(CCC(C)C)CC(CSc2nc3ccccc3[nH]2)OC1=O (stereo unspecified),-8,-0.2,0.79,87,-7,0,-0.1,8,1,1.1
Cc1ccc([N+](=O)[O-])cc1-c1[nH]c(-c2ccc(O)c(O)c2)nc1-c1ccccc1,9,-0.5,0.57,101,-3,7,-0.1,-9,0,1
O=c1oc2ccccc2c(Nc2cc3ccccc3cc2O)c1[N+](=O)[O-],77,0.1,2.4,105,7,45,-1.5,-77,-3,0.9
O=C(Nc1ccccc1N1CCCCC1)c1ccc(-c2cccc(Cl)c2)o1,-11,-0.3,0.95,98,-2,1,2.1,11,-8,1
C=CCc1cc(/C=C/c2nc(O)c([N+](=O)[O-])c(=O)[nH]2)cc(OC)c1O,20,-0.1,1.3,113,6,5,-1.6,-20,-1,0.9

# Rows were taken by chance. About 5.3% of those tested had a hit in this group.
